NCOA2 inhibitor: human SRC2 (NCOA2) inhibition | 0.17% of 370,000 active | HEK293 GAL4-SRC2 luciferase reporter, luminescence | inhibition, % at 9 µM | Q15596;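 active = inhibition above the mean inhibition of all tested compounds plus 3 SD, set per campaign, cut at about 52% in these data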;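 note: 0% = DMSO treated cells and 100% = cells given Gossypol at 36 µM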
SRC1 inh: inhibitors of human steroid receptor coactivator 1 (SRC1); Q15788; HEK293 GAL4-SRC1 luciferase reporter, luminescence; inhibition, % at 3.6 µM; 0.12% of 360,000 active; AID 588354;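 active = inhibition above the campaign mean plus 3 SD, with each screening campaign given its own cutoff, cut at about 60% in these data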;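 note: 0% = DMSO treated cells and 100% = gossypol at 36 µM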
TROY NFkB inh: blocks TROY-dependent signaling in reporter cells; Q293 LMP1-TROYcd NF-kB luciferase reporter, 4 h; inhibition, % at 10 µM; 0.98% of 360,000 active;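 active = compounds whose plate-normalised and pattern-corrected inhibition of the luciferase reporter signal at the single screening dose is 50% or more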
NR5A2 inv ag: suppresses constitutive activity of human LRH-1; O00482; HEK293T StAR-luciferase reporter, LRH-1 transfected, 24 h; inhibition, % at 3.6 µM; 0.13% of 360,000 active;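 active = inhibition above the mean inhibition of all tested compounds plus 3 SD, cut at about 73% in these data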;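 note: 0% = DMSO wells and 100% = reporter-only cells lacking LRH-1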
Granule exo inh: lytic granule exocytosis inhibition; TALL-104 LAMP-1 surface exposure, flow cytometry; cells stimulated with thapsigargin and PMA; AID 651702; 0.66% of 360,000 active; inhibition, % at 10 µM;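 active = inhibition above about 55%, limit read from the data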
ABHD5-PLIN5 inh: blocks binding of human ABHD5 to perilipin-5; Q00G26+Q8WTS1; Split G. princeps luciferase complementation, luminescence, 4 h; inhibition, % at 4 µM; 0.78% of 360,000 active;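 active = inhibition above the mean inhibition across every tested compound plus 3 SD, cut at about 22% in these data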;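 note: 0% = DMSO only wells and the 100% control is not disclosed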
TLR9-MyD88 inh: blocks human TLR9 binding to MyD88; Q9NR96+Q99836; CHO BLA complementation TLR9-MyD88, CCF4 FRET ratio; inhibition, % at 4.98 µM; 0.21% of 340,000 active;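 active = inhibition above the mean over all tested compounds plus 3 SD, cut at about 21% in these data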;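 note: 0% = DMSO only wells and 100% = clavulanate BLA inhibitor control wells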
NOD2 RIPK2 PPI: blocks binding of human NOD2 to RIPK2 | 0.38% of 360,000 active | O43353 | AID 624267 | inhibition, % at 4.98 µM | CHO BLA complementation NOD2-RIPK2, CCF4 ratio; in the data active = inhibition above about 21%;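 note: 0% = vehicle only and 100% = reference blocker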
TWEAK Fn14 block: TWEAK-Fn14 signaling inhibition; TWEAK-stimulated Fn14 reporter cells, luciferase luminescence, 8 h; 2% of 360,000 active; inhibition, % at 10 µM; AID 1159606; in the data active = inhibition above about 50%
COUP-TFII inh: blocks human COUP-TFII nuclear receptor | HEK293T NGFI-A luciferase reporter, luminescence | 0.7% of 370,000 active | P24468 | inhibition, % at 8.6 µM | AID 686940;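 active = inhibition above a per-plate cutoff, mean inhibition of test wells between control levels plus 3 SD, cut at about 38% in these data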;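 note: cells cotransfected with COUP-TFII expression vector driving the NGFI-A reporter; 0% = median of COUP-TF2 test wells and 100% = reporter-only cells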
SRC3 inh: inhibitors of human steroid receptor coactivator 3 (SRC3); Q9Y6Q9; HEK293 GAL4-SRC3 luciferase reporter, luminescence; inhibition, % at 3.6 µM; 0.17% of 360,000 active; AID 588352;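 active = inhibition above a per-campaign cutoff, the mean of all compounds plus 3 SD, cut at about 60% in these data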;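 note: 0% = DMSO-treated cells and 100% = gossypol-treated cells at 36 µM; higher means less SRC3-driven luciferase light from the GAL4 reporter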
The depositor's hits bear a star; / = no result given. Some of the compounds tested (hit frequency here may not be typical).

Every second line gives: COUP-TFII inh, ABHD5-PLIN5 inh, NOD2 RIPK2 PPI, Granule exo inh, NR5A2 inv ag, TROY NFkB inh, TWEAK Fn14 block, SRC3 inh, TLR9-MyD88 inh, NCOA2 inhibitor, SRC1 inh
COc1ccccc1C1C(C#N)=C(N)N(c2cccnc2)C2=C1C(=O)CC(C)(C)C2 (stereo not given)
 : -6, -3, -8, -2, 6, -2, -3, 8, -5, -12, -7
O=C(NCC(c1ccco1)N1CCc2ccccc21)c1ccc([N+](=O)[O-])cc1 (stereo not given)
 : 7, -4, 2, -10, -6, -9, 17, 3, 0, -8, -6
CC(C)(C)C(=O)NCCCc1ccccc1
 : -9, -3, -9, -3, 10, 8, -10, 5, 3, -7, -6
CCCCC(=O)N=c1sc2cc([N+](=O)[O-])ccc2n1C
 : 11, -5, -10, 1, 5, -21, -16, 3, -1, -84, 4
O=C(NCc1ccc(OC(F)(F)F)cc1)C1CC(c2ccccc2[N+](=O)[O-])=NO1 (stereo not given)
 : 7, -9, 3, 1, 17, 1, -16, -20, -5, -19, 0
COc1ccc(OC)c(-c2nnc3n2N=C(c2ccc(OC(F)F)c(OCC4CC4)c2)CS3)c1
 : -10, -5, -3, 0, 14, 34, 4, 1, -9, 11, 5
O=C(CC1C(=O)NCCN1Cc1c(F)cccc1Cl)NCCCn1cccn1 (stereo not given)
 : -4, 1, 0, 0, 26, 9, -1, 20, 3, -2, 3
O=C(CCC(=O)Nc1nnc(C2CCCCC2)s1)NCc1ccc(F)cc1
 : 17, 7, 1, -3, 17, -3, -1, -11, 3, -30, 1
Cc1cnc(NC(=O)C(C)N2C(=O)C3CC=CCC3C2=O)s1 (stereo not given)
 : 6, -4, -1, 2, 10, 3, 11, 7, -6, -8, -15
CN(C)S(=O)(=O)c1cccc(-c2nn(-c3ccccc3)cc2/C=C2\SC(=S)N(CC(=O)O)C2=O)c1
 : -2, 4, -4, -2, 2, 11, -18, 0, -5, 11, 6
Cc1onc(-c2ccccc2Cl)c1C(=O)N1CCCCC1
 : 12, -16, -11, -7, -6, -8, -19, -7, -3, -22, 4
Cc1c(C(=O)c2ccc(Cl)c([N+](=O)[O-])c2)c2ccccn2c1CCC#N
 : 2, 11, 2, 17, 6, -18, 19, 11, -5, -21, 4
C#CCSc1nccc(-c2nn(-c3ccc(C)cc3)ccc2=O)n1
 : 2, 3, 5, 3, 23, 0, -28, -4, -5, 3, -11
COc1ccccc1CNC(=O)CSc1ccsc1[N+](=O)[O-]
 : -36, 13, -1, -2, -77, -56, -7, -57, -7, -57, -45
CN1CCN(C(=O)c2cc3c(c(-c4cccc(Br)c4)n2)[C@H](CCO)N(S(=O)C(C)(C)C)C3)CC1 (stereo not given in full)
 : -6, -13, -5, -1, -14, -34, -1, -4, /, 7, -1
Fc1ccccc1-n1cc(-c2ccccc2)[nH]c1=S
 : -17, -4, -2, -3, -51, -26, -3, -16, -7, -24, -39
CC(C)(C)S(=O)(=O)N1C[C@@H]2CC/C=C\C/C=C\2[C@H]1CCO
 : -14, 0, 3, -1, -1, -25, 22, -21, 4, 6, 12
COc1ccccc1-n1c(SCC(=O)N2CCCC2)nnc1-c1ccccc1
 : 4, -7, -9, -6, -24, 5, 2, 17, -7, 13, -2
CN1C=CC(=CC=C2C=CC(=O)C=C2)C=C1
 : 5, 3, 2, 11, -9, -5, 9, -6, 1, -34, -24
CCc1nn(CC(=O)NCCCN2CCN(CC)CC2)c(=O)c2cc3occc3n12
 : -8, 3, -14, 3, 4, -9, 13, 15, -3, -28, -4
CCOc1cc(/C=N/NC(=O)CN2CCCCC2)ccc1OCc1ccccc1
 : -2, -6, -4, 6, 10, 21, 15, 5, -5, 2, -4
CC(C)c1ccc(NC(=S)NNC(=O)C2CC2)cc1
 : -21, 1, 2, 9, -14, 2, -8, 17, -10, -15, 7
CCC(C)NC(=O)C1CCN(S(=O)(=O)N2CCOCC2)CC1 (stereo not given)
 : -14, -1, -3, -4, -10, -3, -2, -4, -2, 24, -22
COCCn1c(N)c(Sc2ccc([N+](=O)[O-])cc2)c(=O)[nH]c1=O
 : 3, -2, 5, -2, -4, 0, -9, -2, 1, -28, 2
CCCOc1ccc(C(=O)OCC(=O)NCCc2ccc(OCC)c(OCC)c2)cc1OC
 : 3, -6, -10, -1, -21, 5, -23, -3, -10, 2, -11
CCNC(=O)C1CCCN(C(=O)c2ccccc2F)CC1 (stereo not given)
 : -8, 1, -4, 10, 10, 3, -42, -7, /, -18, 19
CCOC(=O)c1c(C)c(C(=O)N2CCN(C(=O)c3ccco3)CC2)c(C)n1C
 : /, -2, 1, 3, -25, -5, 2, 21, -10, /, 4
Cc1ccc(CCNC(=O)C2CCC(CNc3c(N4CCCC4)c(=O)c3=O)CC2)cc1 (stereo not given)
 : 15, 6, -6, 7, -6, -4, 2, 15, 10, 3, 0
CCOc1ccc(NC(=O)CSc2nc3cc(C(=O)NCC4CCCO4)ccc3c(=O)n2CC2CCCO2)cc1 (stereo not given)
 : 12, -3, -11, -1, 17, -7, 20, -3, -2, -7, -11
CCN(CC)c1ccc(NC(=O)c2c(OC)cccc2OC)c(C)c1
 : -6, -9, -9, 1, -13, 9, 3, 6, 3, 1, -6
CCCCc1c(O)nc(SCC(=O)N2CCCCC2)n(-c2ccccc2C)c1=O
 : 5, -5, 0, 1, -14, -26, -18, -6, 2, 9, 0
O=C(Nc1nnc(SCC(=O)N2CCCCC2)s1)c1c(F)cccc1F
 : 11, 10, -7, -3, -15, -13, 21, 6, 5, -8, -18
CCC(C)C(NC(=O)C1CCC(C)CC1)C(=O)Nc1cc(OC)ccc1OC (stereo not given)
 : 11, -2, 1, 10, 9, 5, -6, 12, 10, 28, -2
COc1cc2c(C#N)c(N3CCOCC3)nc(N)c2c(N)n1
 : 7, -15, -8, -2, 26, -3, 9, 38, -2, -7, 13
CCn1cc(CNC(=O)c2ccc(C)s2)cn1
 : -10, -5, 4, -1, 3, -10, -6, 9, -2, -34, -27
CC1CC(C)CN(S(=O)(=O)c2cc3c(cc2Cl)NC(=O)CO3)C1 (stereo not given)
 : 4, 4, -8, -2, -13, 7, -4, 15, -5, -9, 0
CC1CCCN(C(=O)N2c3ccccc3Sc3ccccc32)C1 (stereo not given)
 : -26, -3, 7, 2, -10, -1, -16, 1, -13, 10, -17
Cc1ccc(N2C(=O)CC(Sc3nc(-c4ccccc4)c4cc(Cl)ccc4n3)C2=O)c(C)c1 (stereo not given)
 : -5, 3, -8, 5, 18, 18, 6, 12, -14, -14, -15
Cc1ccc(S(=O)(=O)N2CCC(C(=O)OCc3c(C)noc3C)CC2)cc1C
 : 8, 1, 6, 6, -5, -9, -2, -6, -9, -15, 0
CCC1Sc2ccc(S(=O)(=O)N3CCN(c4ccccc4)CC3)cc2NC1=O (stereo not given)
 : 2, -6, 7, 71*, 4, -1, 15, 21, 9, -4, 5
CC1CC(=O)N(CC(=O)NCc2ccco2)c2ccccc2S1 (stereo not given)
 : -12, 3, -4, -1, 6, 0, 4, 6, 10, 19, -11
COc1cccc(C(C#N)N2CCOCC2)c1 (stereo not given)
 : -5, -5, 0, -2, 15, 9, 3, -11, -10, -14, 7
Cc1ccc2nc(-c3ccc(N4C(=NC(=O)CCC(=O)O)SC5CS(=O)(=O)CC54)cc3)sc2c1 (stereo not given)
 : /, 17, 3, -11, -130, -18, -4, -65, -9, /, -81
Cc1ccc(NC(=O)CNC(=O)N2CC(=O)Nc3ccccc32)cc1F
 : -1, 7, 0, -1, -15, -10, -3, 17, 5, 8, 5
CCc1cc(C(=O)NNC(=S)NC2CCCCC2)cs1
 : -12, -5, 0, -1, -116, 22, 2, -29, -4, -66, -93
COc1ccc(CNC[C@@H](CCCCN(C)Cc2ccc(OC)cc2)N2C[C@H](c3ccccc3)N(CCc3ccc(Cl)c(Cl)c3)C(=O)C2=O)cc1
 : /, 32*, 29*, -3, -10, 34, 97*, 4, 9, /, 1
COc1cc2c(cc1OC)-c1nnnn1C(C)(C)C2
 : -5, 5, -10, -4, 10, -4, 10, 14, 0, 1, 9
COc1ccc(N=C2CC(C)(C)CC(=O)/C2=C(/O)c2ccccc2)cc1
 : 21, 6, -4, -2, -9, 17, -1, 7, -2, 2, -8
Cc1sc2nc(C)n(/N=C/c3ccc(O)cc3)c(=O)c2c1C
 : -14, 5, -3, -2, 16, -2, -2, 11, 11, -30, 15
CCN1CCN(C(C)C(=O)NC2CCCCC2)CC1 (stereo not given)
 : 27, -3, -20, -1, -13, 5, 1, 13, -22, -19, 8
NS(=O)(=O)c1ccc(CCNC(=O)C2CCCCC2)cc1
 : -18, -2, -9, 4, 15, 3, 1, -9, 6, 12, 5
CC1CCCCC12NC(=O)N(CC(=O)NCc1ccccc1Cl)C2=O (stereo not given)
 : -3, -3, -13, 0, 0, 5, -2, -2, -2, -1, -6
CC12CCC3c4ccc(O)c([N+](=O)[O-])c4CCC3C1CCC2=O (stereo not given)
 : -9, 2, 8, -5, -1, -2, -20, -17, 3, 0, -8
Cc1ccc(NC(=O)Cc2ccc3c(c2)CCCC3)cc1C
 : -15, -8, -2, 0, -17, -11, -6, -2, -7, 14, -7
CCNC(=O)COc1ccc(-c2ccccc2)cc1
 : -15, 8, 6, 5, -115, -57, -24, -40, -2, -38, -84
COc1ccc(-c2[nH]c(-c3ccc(F)cc3)nc2SCC(=O)NCc2ccco2)cc1OC
 : 3, -1, -9, -9, 17, 0, 8, 13, 1, 17, 12
COc1ccccc1NC(=O)Nc1ccc2c(c1)nnn2C
 : -17, 6, 3, 6, -58, -71, -15, -73, 4, -39, -33
COc1ccc2cc(C(C)C(=O)N3CCC(C)CC3)ccc2c1 (stereo not given)
 : 7, -1, -10, 8, 14, -15, 44, 8, -3, -17, 8
CC1CC(C)CN(CC(=O)N2CCCc3c2c(=O)oc2ccc(OCc4ccccc4)cc32)C1 (stereo not given)
 : -10, 11, -7, -3, 7, 6, 11, 2, 1, 1, -21
COc1ccc(CC(=O)N2CCN(c3ccccc3F)CC2)cc1OC
 : 5, -7, 2, 0, -6, 19, -25, -1, -13, -21, -9

Single records, as listed above. Values in the order: COUP-TFII inh	ABHD5-PLIN5 inh	NOD2 RIPK2 PPI	Granule exo inh	NR5A2 inv ag	TROY NFkB inh	TWEAK Fn14 block	SRC3 inh	TLR9-MyD88 inh	NCOA2 inhibitor	SRC1 inh
`Cc1sc2nc(C)n(/N=C/c3ccc(O)cc3)c(=O)c2c1C` across the screens: -14	5	-3	-2	16	-2	-2	11	11	-30	15
`NS(=O)(=O)c1ccc(CCNC(=O)C2CCCCC2)cc1` across the screens: -18	-2	-9	4	15	3	1	-9	6	12	5

Later entries
Every second line gives: COUP-TFII inh, ABHD5-PLIN5 inh, NOD2 RIPK2 PPI, Granule exo inh, NR5A2 inv ag, TROY NFkB inh, TWEAK Fn14 block, SRC3 inh, TLR9-MyD88 inh, NCOA2 inhibitor, SRC1 inh
Cc1nnc(SCC(=O)Nc2ccccc2)n1CCc1ccccc1
 : -10, 4, -6, 0, 2, -16, -9, -20, -2, -12, -1
CCCOc1ccc(NC(=O)CC2C(=O)N(CC)C(=S)N2CCCN2CCN(Cc3ccccc3)CC2)cc1 (stereo not given)
 : 7, 9, 10, 26, -14, 2, 20, 15, 7, -5, -1
Cc1ccc(CNC(=O)c2ccc(S(=O)(=O)N3CCCC3)cc2)cc1
 : -3, -15, -1, 2, 5, -3, 15, -5, -5, 19, 4
O=C(/C=C/c1ccccc1Cl)NCc1ccccc1
 : -3, -8, -6, -3, -5, -7, -1, -38, -7, -21, -50

Compound activity deposited in PubChem BioAssay by several laboratories.
